# MrgX1 antagonist = antagonists of human MrgX1 receptor, primary screen, HEK293 cells, Fluo-4 calcium flux | AID 588676, 2011 | BAM8-22 antagonism; active compounds read low | actives 1.3% (n = 310,000) | B-score at 10 µM;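 active = calcium-response B-score plate-corrected more than 3 library SD below zero, starting fluorescence within 5 deviations, no agonist response on first addition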;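 also: peak minus trough fluorescence over baseline after final BAM8-22 challenge near maximal dose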
# TRPC4 inh = inhibitors of mouse TRPC4 channel, primary screen, Fluo4 calcium, HEK293 TRPC4beta/mu-opioid cells | DAMGO-evoked Fluo4 calcium flux; active compounds read low | Short transient receptor potential channel 4 (Mus musculus), Q9QUQ5 | B-score at 10 µM | actives 0.39% (n = 300,000);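 active = B-score over 3 SD under the library average, no early fluorescence shift, positive overall ratio signal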
#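 System: stable TRPC4beta/mu-opioid receptor HEK293 cells; Dosing: single-point compound dosing; Measured by: Fluo4 Ca2+ flux fluorescence; Read-out basis: per-well B score of integrated baseline-normalized Fluo4 ratio.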
# TRPC6 inhibitor = mouse TRPC6 channel inhibitors, primary screen, cell-based, HEK293, membrane potential dye. B-score at 10 µM. AID 2553, 2010. actives 1.1% (n = 310,000). ACh-evoked depolarization; active compounds read low. Short transient receptor potential channel 6 (Mus musculus), Q61143;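 active = B-score under library mean minus 3 SD, initial fluorescence not abnormally high, positive integrated signal ratio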;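 also: B-score derived from integrated fluorescence ratio over the kinetic read; more negative B-score means stronger inhibition of depolarization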
# TRPC4 act = activators of mouse TRPC4 channel, primary screen, Fluo4 calcium, HEK293 TRPC4beta/mu-opioid cells; actives 0.49% (n = 310,000); AID 2237, 2010; Fluo4 calcium fluorescence; active compounds read high; Short transient receptor potential channel 4 (Mus musculus), Q9QUQ5; B-score at 10 µM;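 active = B-score above 5 SD of library B-scores, and initial fluorescence ratio not above library mean plus 5 SD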;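 also: positive B-score marks a calcium rise read as TRPC4 activation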
#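 Incubation: 45 min room-temperature Fluo4 loading, 110 s read / System: HEK293 cells stably co-expressing mouse TRPC4beta and mu-opioid receptor / Signal: Fluo4 fluorescence, kinetic / Control set: buffer (low) and maximal DAMGO (high) / Measure: integrated baseline-normalised fluorescence ratio, converted to per-well B score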
# MrgX1 ag = agonists of human MrgX1 receptor, primary screen, HEK293 cells, Fluo-4 calcium flux; Mas-related G-protein coupled receptor member X1 (Homo sapiens), Q96LB2; Fluo-4 calcium fluorescence, agonist mode; active compounds read high; B-score at 10 µM; actives 0.44% (n = 310,000);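 active = calcium response B-score plate-corrected fluorescence ratio at least 3 library SD, with starting fluorescence B-score inside 5 SD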
#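 System – MrgX1-expressing HEK293 cells · Incubation – cells plated overnight, dye loaded 0.5 h 37 °C, 0.5 h room temperature · Technique – kinetic Fluo-4 NW fluorescence of intracellular calcium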
# MrgX1 PAM = positive allosteric modulators of MrgX1, primary screen, HEK293 cells, Fluo-4 calcium flux; AID 588675, 2011; FDSS; active compounds read high; Mas-related G-protein coupled receptor member X1 (Homo sapiens), Q96LB2; B-score at 10 µM; actives 0.63% (n = 310,000);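 active = plate-corrected calcium response at least 3 library SD above typical, normal starting fluorescence, not activating the receptor alone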;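 also: compound read alongside a low EC10 to EC30 dose of BAM8-22 agonist; peak minus trough fluorescence over baseline measured at the second addition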
# TMEM16A inh = TMEM16A chloride channel inhibitors, primary screen, cell-based, HTS; AID 588511, 2011; Anoctamin-1 (Mus musculus), Q8BHY3; actives 1.2% (n = 310,000); normalized B-score (activity score, 25-100; higher = stronger inhibition) at 10 µM; HEK293 TMEM16A/YFP iodide influx fluorescence, ionomycin;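 active = ratio plate-corrected score three or more library SD toward inhibition, starting fluorescence score within five deviations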;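 also: score derived from kinetic fluorescence span divided by baseline fluorescence per well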
# Target sequence (Q8BHY3 whole entry, looked up): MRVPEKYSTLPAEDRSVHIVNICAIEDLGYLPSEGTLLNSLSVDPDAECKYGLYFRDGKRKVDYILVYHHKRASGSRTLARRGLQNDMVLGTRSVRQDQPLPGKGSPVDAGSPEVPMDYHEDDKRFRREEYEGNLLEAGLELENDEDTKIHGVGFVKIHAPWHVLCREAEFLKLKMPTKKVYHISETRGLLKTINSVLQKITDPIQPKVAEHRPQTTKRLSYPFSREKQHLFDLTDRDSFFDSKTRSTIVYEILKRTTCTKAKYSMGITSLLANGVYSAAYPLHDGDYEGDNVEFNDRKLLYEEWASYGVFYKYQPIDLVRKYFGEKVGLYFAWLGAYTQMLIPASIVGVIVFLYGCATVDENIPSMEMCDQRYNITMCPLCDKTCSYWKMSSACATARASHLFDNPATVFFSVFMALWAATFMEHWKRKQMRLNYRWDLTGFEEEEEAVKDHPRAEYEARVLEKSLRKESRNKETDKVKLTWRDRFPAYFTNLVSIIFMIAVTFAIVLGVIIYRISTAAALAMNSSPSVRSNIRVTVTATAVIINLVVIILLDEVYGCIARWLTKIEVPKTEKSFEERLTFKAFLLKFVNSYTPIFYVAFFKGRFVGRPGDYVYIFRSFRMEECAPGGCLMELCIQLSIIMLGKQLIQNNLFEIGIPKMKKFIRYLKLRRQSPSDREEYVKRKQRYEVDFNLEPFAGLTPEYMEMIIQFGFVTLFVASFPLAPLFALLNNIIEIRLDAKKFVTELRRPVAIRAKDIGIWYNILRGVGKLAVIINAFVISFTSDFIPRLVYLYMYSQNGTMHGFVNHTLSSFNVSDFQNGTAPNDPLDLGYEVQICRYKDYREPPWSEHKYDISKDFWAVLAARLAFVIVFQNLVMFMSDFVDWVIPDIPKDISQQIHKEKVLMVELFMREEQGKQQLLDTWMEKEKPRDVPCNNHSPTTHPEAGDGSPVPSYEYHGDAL
# ANO1 activ = TMEM16A chloride channel activators or potentiators, primary screen, cell-based, HTS; HEK293 TMEM16A/YFP-H148Q/I152L, iodide quench fluorescence; active compounds read low; B-score at 10 µM; actives 0.3% (n = 340,000);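 active = fluorescence-ratio B-score plate-corrected deviation score at least 3 library SD below zero, with starting fluorescence score within 5 deviations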;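 also: channel opened by trigger with iodide after compound preincubation; score built on the fluorescence ratio of max minus min over baseline; more negative score means more quench and so TMEM16A activation or potentiation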
# TRPC6 activator = mouse TRPC6 channel activators, primary screen, cell-based, HEK293, membrane potential dye | Short transient receptor potential channel 6 (Mus musculus), Q61143 | HEK293-TRPC6 membrane potential dye fluorescence; active compounds read high | B-score at 10 µM | actives 0.13% (n = 310,000) | AID 2550, 2010;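 active = B-score of the integrated fluorescence ratio above library mean plus 3 SD, and starting fluorescence ratio within library mean plus 5 SD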;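 also: higher score means more depolarization so channel activation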
# TRPC4 PAM = positive allosteric modulators of TRPC4, primary screen, cell-based, mouse TRPC4beta, HEK293 mu-opioid, Fluo-4 calcium | DAMGO EC20, Fluo-4 Ca2+ flux; active compounds read high | B-score at 10 µM | actives 0.42% (n = 310,000);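 active = B-score of calcium response area above 5 SD of library B-scores, with initial fluorescence ratio within 5 SD of library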;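 also: B-score of integrated fluorescence ratio over time as area under calcium response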
# RGS4 block = RGS4 inhibitors, primary screen, cell-based, HEK293 M3R inducible RGS4, calcium flux; Fluo-4 calcium flux; active compounds read high; triggered by carbachol at its EC20; B-score at 10 µM; actives 0.45% (n = 310,000); AID 463165, 2010;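 active = B-score, a plate-corrected calcium signal, over three deviations above library mean, with baseline fluorescence within five deviations of library mean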;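 also: RGS4 expression induced by doxycycline in cells with stable M3 receptor; B-score is computed from the integrated fluorescence ratio over baseline after carbachol; higher B-score means a larger calcium signal and so more RGS4 inhibition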
# The depositor's hits bear a star; i = inactive; . = not tested or not shown.
# Every second line gives: ANO1 activ | TMEM16A inh | TRPC4 PAM | MrgX1 ag | TRPC6 inhibitor | TRPC4 act | MrgX1 antagonist | TRPC6 activator | MrgX1 PAM | RGS4 block | TRPC4 inh
> C=CCn1c(SCc2n[nH]c(=S)n2-c2ccccc2)nnc1-c1ccccc1
  i | i | 11* | i | i | i | i | i | i | i | i
> COc1ccccc1CNC(=O)c1cc(S(=O)(=O)N2CCOCC2)cn1C
  i | i | i | i | i | i | i | i | i | i | i
> Cc1cc(/C=N/O)c(C)n1-c1ccccc1
  i | i | i | i | i | i | i | i | i | i | i
> COC(=O)c1ccc(N2CCN(CCNC(=O)Nc3ccc(OC)cc3)CC2)cc1
  i | i | i | i | i | i | i | i | i | i | i
> COc1ccc(OC)c(/C=N/NC(=O)c2[nH]ncc2Br)c1
  i | i | i | i | i | i | i | i | i | i | i
> CNC(=O)CSc1nnc(C(C)C)n1C
  i | i | i | i | i | i | i | i | i | i | i
> CCOc1ccc2nc(SCC(=O)NCc3ccc(S(N)(=O)=O)cc3)[nH]c2c1
  i | i | i | i | i | i | i | i | i | i | i
> OCc1nnn(-c2ccccc2)c1CO
  i | i | i | i | i | i | i | i | i | i | i
> COc1ccc(CNC(=O)c2ccc(C)o2)cc1
  i | i | i | i | i | i | i | i | i | i | i
> CC(NC(=S)Nc1ccc(F)cc1)C(c1cccs1)N1CCOCC1 (configuration not stated)
  i | i | i | i | i | i | i | i | i | i | i
> CNC(=S)Nc1cccc(Cl)c1C
  i | i | i | i | i | i | i | i | i | i | i
> O=C(NC(=S)Nc1ccc(O)cc1)c1cncc(Br)c1
  i | i | i | i | i | i | i | i | i | i | i
> COc1cc2c(cc1O)CC[C@@H]1[C@@H]2CC[C@]2(C)[C@@H](O)CC[C@@H]12
  i | i | i | i | i | i | i | i | i | i | i
> CCCn1c(SCC(=O)Nc2ccc(NC(=O)CC)cc2)nc2c1c(=O)n(C)c(=O)n2C
  i | i | i | i | i | i | i | i | i | i | i
> Cc1ccc(C2CC(=O)NC3=C2C(=O)CCC3)cc1Br (configuration not stated)
  i | i | i | i | i | i | i | i | i | i | i
> Cc1cc(=O)oc2ccc(OC(C)C(=O)O)cc12 (configuration not stated)
  i | i | i | i | i | i | i | i | i | i | i
> CCc1ccccc1N1C(=O)CC(Sc2nccc(C)n2)C1=O (configuration not stated)
  i | i | i | i | i | i | i | i | i | i | i
> CCCc1nn(-c2cc(Cl)ccc2OC)c2c1C(=O)CCC2
  i | i | i | i | i | i | i | i | i | i | i
> Nc1c(C(=O)Nn2cnnc2)cc([N+](=O)[O-])cc1[N+](=O)[O-]
  . | i | i | i | i | i | i | i | i | i | i
> O=C(O)c1cn2c3c(ccc(Cl)c3c1=O)OCC2
  i | i | i | i | i | i | i | i | i | i | i
> CNC(=S)Nc1ccc(Br)cc1
  i | i | i | i | i | i | i | i | i | i | i
> O=C1c2cccnc2C(Nc2cccc(F)c2)N1Cc1ccco1 (configuration not stated)
  i | i | i | i | i | i | i | i | i | i | i
> CCOC1=NN(c2ccccc2)C(=O)/C1=C\N(C)C
  i | i | i | i | i | i | i | i | i | i | i
> O=C(O)C1CCC(CNS(=O)(=O)c2ccc(Cl)cc2)CC1 (configuration not stated)
  . | i | i | i | i | i | i | i | i | i | i
> CC(=O)CCCCn1cnc2c1c(=O)n(C)c(=O)n2C
  . | i | i | i | i | i | i | i | i | i | i
> COCCn1c(SCc2nc3ccccc3s2)nc2ccccc21
  i | i | i | i | i | i | i | i | i | i | i
> CC(C)CC(NS(=O)(=O)c1ccccc1S(=O)(=O)NC(CC(C)C)C(=O)O)C(=O)O (configuration not stated)
  i | i | i | i | i | i | i | i | i | i | i
> O=C(CSc1nc(C(F)(F)F)cc(=O)[nH]1)N1CCCC1
  i | i | i | i | i | i | i | i | i | i | i
> O=C(C1CCN(C2CCN(C/C=C/c3ccccc3)CC2)CC1)N1CCOCC1
  i | i | i | i | i | i | i | i | i | i | i
> CC(=O)c1ccc(N2Cc3ccccc3C2=NC(=O)c2cccs2)cc1
  i | i | i | i | i | i | i | i | i | i | i

# The listing continues:
# Every second line gives: ANO1 activ | TMEM16A inh | TRPC4 PAM | MrgX1 ag | TRPC6 inhibitor | TRPC4 act | MrgX1 antagonist | TRPC6 activator | MrgX1 PAM | RGS4 block | TRPC4 inh
> Cc1cccc(COc2ccccc2/C=N/Nc2ccc([N+](=O)[O-])cc2)c1
  i | i | i | i | i | i | i | i | i | i | i
> COc1ccc(C(=O)NC(=S)SCC(=O)O)cc1
  i | i | i | i | i | i | i | i | i | i | i
> O=C(Nc1nnc(-c2ccco2)s1)C1CCN(S(=O)(=O)c2ccc(Cl)cc2)CC1
  i | i | i | i | i | i | i | i | i | i | i
> O=C(CCSc1nc(-c2ccco2)cc(C(F)(F)F)n1)NCC1CCCO1 (configuration not stated)
  i | i | i | i | i | i | i | i | i | i | i
> O=C(Cn1cccn1)N1CCCC(N2CCN(c3ccccc3F)CC2)C1 (configuration not stated)
  i | i | i | i | i | i | i | i | i | i | i
> N#Cc1nc(-c2ccc(OCc3ccccc3Cl)cc2)oc1NCCCn1ccnc1
  . | i | i | i | i | i | i | i | i | i | i
> CC(C)CCn1c(N2CCCC2)nc2c1c(=O)[nH]c(=O)n2C
  i | i | i | i | i | i | i | i | i | i | i
> COc1ccccc1-n1c(SCC(=O)N2CCOCC2)nc2cccnc21
  i | i | i | i | i | i | i | i | i | i | i
> CC(C)(C)n1nc2c(c1NC(=O)COc1ccc3ccccc3c1)CS(=O)C2 (configuration not stated)
  i | i | i | i | i | i | i | i | i | i | i
> Cc1ccccc1NC(=O)CCn1c(=O)oc2ccccc21
  i | i | i | i | i | i | i | i | i | i | i
> Cc1nccn1-c1c([N+](=O)[O-])c(=O)n(C)c2ccccc12
  i | i | i | i | i | i | i | i | i | i | i
> Cc1nc2ccc(C(=O)N/N=C/c3ccccc3O)cc2[nH]1
  i | i | i | i | i | i | i | i | i | i | i
> O=C(NC(=S)NCCC1=CCCCC1)c1ccccc1Br
  i | i | i | i | i | i | i | i | i | i | i
> Cc1cc(C)n(-c2nc3c(c(=O)n(C)c(=O)n3C)n2C)n1
  i | i | i | i | i | i | i | i | i | i | i
> Fc1cccc2sc(N3CCCCC3)nc12
  i | i | i | i | i | i | i | i | i | i | i
> Cc1onc(-c2ccccc2)c1C(=O)Nc1ccc(N2CCOCC2)cc1
  i | i | i | i | i | i | i | i | i | i | i
> Cc1ccn2c(Nc3ccc4c(c3)OCO4)c(-c3ccccn3)nc2c1
  i | i | i | i | i | i | i | i | i | i | i
> COC(=O)c1cc(NC(=O)CN(C)Cc2ccccc2)cc(C(=O)OC)c1
  i | i | i | i | i | i | i | i | i | i | i
> CCOC(=O)c1c(N)sc(C(=O)N2CCCC2)c1C
  i | i | i | i | i | i | i | i | i | i | i
> Cc1cc2oc(=O)cc(Cn3ccnc3)c2cc1O
  . | i | i | i | i | i | i | i | i | i | i
> C=CCC(c1ccccc1F)N(CCN1CCOCC1)C(=O)Nc1cccc(Cl)c1 (configuration not stated)
  i | i | i | i | i | i | i | i | i | i | i
> Cc1ccc(NC(=S)Nc2cccc(S(=O)(=O)Nc3c(C)n(C)n(-c4ccccc4)c3=O)c2)cc1
  i | i | i | i | i | i | i | i | i | i | i
> COc1cc([C@@H]2CC=C(C(=O)O)CN2S(=O)(=O)c2ccc(C)cc2)cc(OC)c1OC
  i | i | . | i | . | . | i | . | i | . | .
> O=C(NCCOc1cccc(Oc2ccccc2)c1)c1cc(-n2cnnc2)ccc1Cl
  i | i | i | i | i | i | i | i | i | i | i
> CCn1nnnc1NCc1ccc(OCc2c(F)cccc2Cl)c(OC)c1
  i | i | i | i | i | i | i | i | i | i | i
> CC1(C)C(C=C(Cl)Cl)C1C(=O)NC(O)C(=O)c1ccccc1 (configuration not stated)
  i | i | i | i | i | i | i | i | i | i | i
> CSCC[C@H](NC(=O)C1CCN(S(=O)(=O)c2ccc(C)cc2)CC1)C(=O)NCc1ccco1
  i | i | i | i | i | i | i | i | i | i | i
> COc1ccc2oc(C(=O)OCC(=O)N(C)c3c(N)n(Cc4ccccc4)c(=O)[nH]c3=O)c(C)c2c1
  i | i | i | i | i | i | i | i | i | i | i
> O=C(COC(=O)c1cccc(S(=O)(=O)N2CCOCC2)c1)Nc1nc(-c2ccccc2Cl)cs1
  i | i | i | i | i | i | i | i | i | i | i
> Cc1ccc(NC(=S)N/N=C/c2ccc([N+](=O)[O-])s2)cc1
  i | i | i | i | i | i | i | i | i | i | i

# Next part.
# Every second line gives: ANO1 activ | TMEM16A inh | TRPC4 PAM | MrgX1 ag | TRPC6 inhibitor | TRPC4 act | MrgX1 antagonist | TRPC6 activator | MrgX1 PAM | RGS4 block | TRPC4 inh
> Cc1nc(NC(C)c2ccccc2)c2c3c(sc2n1)CCC3 (configuration not stated)
  i | i | i | i | i | i | i | i | i | i | i
> N#C/C(=C\c1c[nH]c2ccccc12)C(=O)NC1CC1
  i | i | i | i | i | i | i | i | i | i | i
> COC(=O)c1ccc(OCC(=O)c2ccc(C)c(C)c2)cc1
  i | i | i | i | i | i | i | i | i | i | i
> Cc1ccc(CC(SCc2ccccc2)C(=O)O)cc1C (configuration not stated)
  i | i | i | i | i | i | i | i | i | i | i
> COc1ccc(C(=O)NN=C2CCCC2)cc1OC
  i | i | i | i | i | i | i | i | i | i | i
> COc1ccc(/C=C(\NC(=O)c2ccco2)C(=O)NC(Cc2ccccc2)C(=O)O)cc1 (configuration not stated)
  i | i | i | i | i | i | i | i | i | i | i

# Source: PubChem BioAssay (Johns Hopkins Ion Channel Center)
